TWEAK Fn14 block – blocks TWEAK-Fn14 interaction in a reporter cell assay; TWEAK-stimulated Fn14 reporter cells, luciferase luminescence, 8 h; inhibition, % at 10 µM; actives 2% (n = 360,000); in the data active = inhibition above about 50%
KKLEB cytotox – reduces viability of KKLEB cystic fibrosis airway cells; KKLEB CF airway cells viability, ATPlite luminescence, overnight; hits give low values; cells stimulated with P. aeruginosa culture filtrate; activity change (cytotoxicity), % at 5 µM; actives 0.36% (n = 360,000); AID 602141;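 active = corrected activity change at or below -50% at 5 µM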
SRC2 inh – inhibits human steroid receptor coactivator 2; actives 0.17% (n = 370,000); HEK293 GAL4-SRC2 luciferase reporter, luminescence; inhibition, % at 9 µM; AID 651957; Q15596;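 active = inhibition above the mean inhibition of all tested compounds plus 3 SD, set per campaign, cut at about 52% in these data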;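 also: 0% = DMSO treated cells and 100% = cells given Gossypol at 36 µM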
LRH-1 inv ag – NR5A2 inverse agonism in reporter assay. HEK293T StAR-luciferase reporter, LRH-1 transfected, 24 h. inhibition, % at 3.6 µM. actives 0.13% (n = 360,000);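 active = inhibition above the mean inhibition of all tested compounds plus 3 SD, cut at about 73% in these data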;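 also: 0% = DMSO wells and 100% = reporter-only cells lacking LRH-1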
NCOA3 inh – inhibitors of human steroid receptor coactivator 3 (SRC3). inhibition, % at 3.6 µM. actives 0.17% (n = 360,000). AID 588352. Q9Y6Q9. HEK293 GAL4-SRC3 luciferase reporter, luminescence;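 active = inhibition above a per-campaign cutoff, the mean of all compounds plus 3 SD, cut at about 60% in these data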;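 also: 0% = DMSO-treated cells and 100% = gossypol-treated cells at 36 µM; higher means less SRC3-driven luciferase light from the GAL4 reporter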
NR2F2 inh – blocks human COUP-TFII nuclear receptor | HEK293T NGFI-A luciferase reporter, luminescence | P24468 | inhibition, % at 8.6 µM | actives 0.7% (n = 370,000);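 active = inhibition above a per-plate cutoff, mean inhibition of test wells between control levels plus 3 SD, cut at about 38% in these data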;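 also: cells cotransfected with COUP-TFII expression vector driving the NGFI-A reporter; 0% = median of COUP-TF2 test wells and 100% = reporter-only cells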
TROY NFkB inh – inhibitors of TROY-dependent NF-kB signaling. Q293 LMP1-TROYcd NF-kB luciferase reporter, 4 h. AID 1347056. inhibition, % at 10 µM. actives 0.98% (n = 360,000);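 active = compounds whose plate-normalised and pattern-corrected inhibition of the luciferase reporter signal at the single screening dose is 50% or more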
SRC1 inh – human NCOA1 inhibition | inhibition, % at 3.6 µM | HEK293 GAL4-SRC1 luciferase reporter, luminescence | actives 0.12% (n = 360,000);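 active = inhibition above the campaign mean plus 3 SD, with each screening campaign given its own cutoff, cut at about 60% in these data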;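 also: 0% = DMSO treated cells and 100% = gossypol at 36 µM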
Target sequence (Q15788 whole entry, looked up, the tested form may be a part): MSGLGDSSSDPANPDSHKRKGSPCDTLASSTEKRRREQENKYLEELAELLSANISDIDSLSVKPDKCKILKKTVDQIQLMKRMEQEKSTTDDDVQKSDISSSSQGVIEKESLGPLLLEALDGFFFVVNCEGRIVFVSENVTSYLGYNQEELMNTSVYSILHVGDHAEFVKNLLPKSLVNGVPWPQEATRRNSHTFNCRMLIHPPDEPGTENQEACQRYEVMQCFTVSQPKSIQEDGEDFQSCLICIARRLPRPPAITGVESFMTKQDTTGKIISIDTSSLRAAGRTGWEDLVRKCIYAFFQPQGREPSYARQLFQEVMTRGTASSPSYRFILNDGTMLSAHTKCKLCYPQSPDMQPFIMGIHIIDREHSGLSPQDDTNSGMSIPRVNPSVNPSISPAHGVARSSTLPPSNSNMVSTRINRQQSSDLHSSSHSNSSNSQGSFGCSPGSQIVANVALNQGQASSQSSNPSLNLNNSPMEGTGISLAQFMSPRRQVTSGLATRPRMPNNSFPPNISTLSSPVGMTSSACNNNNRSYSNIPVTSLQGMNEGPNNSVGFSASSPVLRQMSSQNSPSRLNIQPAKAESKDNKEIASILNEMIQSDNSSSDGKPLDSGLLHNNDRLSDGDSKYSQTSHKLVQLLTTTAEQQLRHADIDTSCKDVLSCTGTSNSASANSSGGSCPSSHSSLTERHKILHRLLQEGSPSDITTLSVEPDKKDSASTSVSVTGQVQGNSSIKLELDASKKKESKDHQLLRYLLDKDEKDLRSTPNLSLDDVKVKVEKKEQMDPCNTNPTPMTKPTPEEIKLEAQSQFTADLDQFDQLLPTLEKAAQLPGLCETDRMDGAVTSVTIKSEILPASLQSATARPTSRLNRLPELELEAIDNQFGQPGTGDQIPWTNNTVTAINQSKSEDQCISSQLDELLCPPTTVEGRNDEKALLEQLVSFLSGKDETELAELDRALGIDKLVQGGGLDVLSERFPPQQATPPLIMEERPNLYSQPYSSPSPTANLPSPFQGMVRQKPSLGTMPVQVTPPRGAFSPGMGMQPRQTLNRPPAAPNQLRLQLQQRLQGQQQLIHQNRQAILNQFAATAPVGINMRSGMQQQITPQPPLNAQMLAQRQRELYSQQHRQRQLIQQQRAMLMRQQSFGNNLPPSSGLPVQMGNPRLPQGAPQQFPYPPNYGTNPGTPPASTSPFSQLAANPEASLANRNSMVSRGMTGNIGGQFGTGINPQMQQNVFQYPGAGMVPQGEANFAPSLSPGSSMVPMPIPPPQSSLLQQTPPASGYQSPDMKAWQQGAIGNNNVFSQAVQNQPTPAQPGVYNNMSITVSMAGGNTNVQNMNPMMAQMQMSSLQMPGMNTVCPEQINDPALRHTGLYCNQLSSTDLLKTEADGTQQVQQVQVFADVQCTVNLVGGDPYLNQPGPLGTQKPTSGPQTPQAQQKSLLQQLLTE
EBV LMP1 NFkB – reduces LMP1-driven NF-kappaB luciferase signal. LMP1-induced NF-kappaB luciferase reporter cells, luminescence. inhibition, % at 12.5 µM. actives 0.69% (n = 350,000); in the data active = inhibition above about 41%;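 also: 0% = neutral control wells and 100% = reference inhibitor control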
CF NFkB block – inhibitors of cystic fibrosis induced NF-kB. KKLEB NF-kB-GFP reporter, PAF-induced, GFP fluorescence overnight. inhibition, % at 5 µM. actives 0.86% (n = 360,000). AID 588850;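 active = at least 50% inhibition at 5 µM, scaled per plate between neutral and stimulator controls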;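 also: PAF is a Pseudomonas aeruginosa culture filtrate used as stimulus; plate controls were PAF-stimulated DMSO wells for no effect and unstimulated DMSO wells for full effect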
TRAIL sens C8 – sensitizes caspase-8 expressing cells to TRAIL; NB7+C8 cells + TRAIL, ATPlite viability luminescence; inhibition (viability loss, TRAIL sensitization), % at 10 µM; actives 1% (n = 360,000);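 active = compounds causing at least 50% loss of cell viability in the single-dose screen, relative to plate controls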
An asterisk follows results filed as active; . = no result given.

SMILES	TWEAK Fn14 block	KKLEB cytotox	SRC2 inh	LRH-1 inv ag	NCOA3 inh	NR2F2 inh	TROY NFkB inh	SRC1 inh	EBV LMP1 NFkB	CF NFkB block	TRAIL sens C8
O=C(CN1CCCCC1)NCC1(c2ccccc2)CCCC1	-2.4	5.8	-12.3	-8.4	-7.7	1.4	2.7	-30.2	6.5	-6.5	-0.1
CCCC(=O)NCc1ccc2c(c1)cc(C)n2C	-0.8	1.7	-2.0	16.4	-16.1	16.7	6.2	2.5	-8.4	-7.0	-6.0
Cc1nnc(SCC(=O)Nc2ccc(F)cc2)n(N)c1=O	5.8	25.0	-21.7	14.2	31.2	5.2	-2.6	7.2	-1.3	-11.9	3.3
O=C1CC(=O)N(Cc2ccco2)C(=O)N1	3.9	3.0	-17.1	9.1	-6.3	-10.7	0.9	7.8	-2.5	-2.5	-2.4
O=C(Oc1ccc(Cl)c2cccnc12)N1CCOCC1	13.7	-1.1	4.7	7.2	5.7	8.4	11.2	3.3	-8.3	2.6	9.3
Cc1cccc2sc(NC(=O)C3=NN(c4ccccc4)C(=O)CC3)nc12	3.0	-7.6	-3.0	10.5	-19.4	12.0	10.2	-7.4	-0.5	8.1	-4.5
CCOC(=O)CN1C(=O)COc2ccc(C(C)(C)C)cc21	11.5	-8.3	-16.5	-10.6	14.1	4.5	7.0	-14.9	14.8	6.5	-7.6
CCN(CC)S(=O)(=O)c1ccc(S(=O)(=O)NCc2cccs2)cc1	-1.4	0.9	2.9	-0.2	3.0	-18.2	5.6	8.8	-0.5	-3.2	3.6
CCCCn1c(-c2cccs2)nc2oc3ccccc3c(=O)c2c1=O	-5.3	-20.7	8.8	2.5	-0.2	14.6	-14.6	-19.1	5.4	-11.3	4.0
CCc1cccc(NC(=O)COC(=O)/C=C/c2cccs2)c1	-1.0	0.1	-21.9	4.1	-6.7	12.1	-4.6	-23.4	-0.5	24.8	-5.1
CCOC(=O)C1(CCOc2ccccc2)CCN(C(=O)CCSC)CC1	-1.4	-6.3	-11.3	3.3	1.4	0.4	9.7	11.5	0.3	21.7	10.7
CC(=O)Oc1ccc(C(=O)Nc2nccs2)cc1	-1.6	-6.8	-33.5	-67.0	-31.9	-23.1	-60.3	-45.4	-11.8	-13.0	-10.7
CNCc1c(OCc2ccccc2F)ccc2ccccc12	-6.6	-4.2	21.9	6.9	16.7	21.2	-6.3	0.4	1.4	-20.7	21.2
CC(C)(C)c1c(Cl)c(O)c(-c2ccccc2)c(=O)n1-c1ccccc1	9.9	11.8	-8.8	-6.2	2.4	16.3	-16.3	-21.9	-5.1	-3.8	-11.1
Cc1cc(C)n2nc(C(=O)NNC(=O)c3ccc(Cl)cc3)nc2n1	-17.8	4.1	6.0	-7.2	-19.2	-2.5	-38.7	-55.5	-3.0	5.0	-11.0
CCNCC(=O)Nc1ccc(N2CCOCC2)cc1	-8.1	-2.3	-9.3	2.6	22.1	12.5	-9.9	1.2	0.5	-1.4	2.5
COc1ccccc1N(C(=O)c1cncc(Br)c1)c1nc(-c2ccc(C)cc2)cs1	23.9	-1.6	13.4	-18.6	-2.5	10.7	-2.4	5.0	-1.8	18.3	-1.0
Cc1onc(-c2ccccc2)c1C(=O)NC(=S)NNC(=O)c1cccnc1	-17.3	4.3	-5.7	11.2	22.4	-2.3	12.8	2.6	-1.1	13.7	-2.1
Cc1ccc(NC(=O)CSc2ccc3nnc(-c4ccccn4)n3n2)cc1	5.1	-0.7	-23.9	-2.0	-11.4	-1.0	21.6	-8.5	2.0	-13.0	7.7
O=C(c1ccccc1)c1nn(-c2ccccc2)c(=O)cc1C(F)(F)F	43.1	-2.1	-15.0	1.6	11.8	17.1	11.2	-11.8	-13.7	-3.3	-0.2
O=C(Cn1cnc([N+](=O)[O-])c1)Nc1ccccc1C(F)(F)F	-5.0	-4.5	7.9	-5.5	6.2	-4.2	-11.4	-33.4	6.7	8.5	4.9
CC(=O)c1ccc(NS(=O)(=O)c2ccc3c(c2)N(C)CCO3)cc1	7.6	8.1	0.0	7.1	26.8	3.0	-2.1	-7.0	2.1	-22.4	-22.1
COc1cc(=O)[nH]c(SCC(=O)Nc2ccc3ccccc3c2)n1	23.4	-2.9	-22.0	-7.1	-7.5	-1.5	-4.5	-4.6	-3.0	3.1	-13.8
COC(=O)[C@@]12CCCCN1[C@H](c1ccc(-c3cccc(Cl)c3)c(OC)c1)[C@H]1C(=O)N(C)C(=O)[C@H]12	15.2	-12.1	15.9	12.1	8.0	13.2	10.9	-17.8	0.7	15.2	12.0
O=C(CSc1nnc2ccc(-c3ccccn3)nn12)Nc1ccccc1F	6.5	-19.9	-24.9	10.3	2.7	4.2	0.7	12.9	-1.0	-5.4	-25.9
CCN(C(=O)CSc1nnc2ccccn12)C1CCS(=O)(=O)C1 (stereo not drawn)	7.2	-6.8	-2.6	13.2	-1.4	-15.4	-12.8	-7.5	-6.7	5.2	-12.9
Cc1cc(N2CCOCC2)nc2ccc(NC(=S)NCCC(C)C)cc12	-7.9	9.5	-6.6	-13.5	-22.5	-4.2	-29.8	-7.6	-6.4	-8.1	15.4
CCN(CC)C(=O)Cn1cc(C(=O)C(=O)N(C)C2CCN(C)CC2)c2ccccc21	1.2	-5.3	-39.5	-4.6	17.5	16.9	-7.5	-3.0	-9.4	28.9	-5.8
CC1CCCN(C(=O)c2cc(-c3cccs3)nc3ccccc23)C1 (stereo not drawn)	-4.6	-6.7	9.5	9.8	-11.2	15.2	0.8	8.8	1.7	10.8	1.7
O=C(NCCS(=O)(=O)N1CCN(c2ccccc2)CC1)c1ccc2c(c1)OCO2	3.6	5.1	5.3	-8.1	11.8	3.8	13.8	14.0	1.7	0.5	5.9
CNC(=O)c1ccc(NC(=O)C2CCN(S(=O)(=O)c3cccc(C(F)(F)F)c3)CC2)cc1	5.3	-6.7	-10.5	-10.8	-3.8	-1.4	-5.0	-7.0	-2.7	31.0	0.0
CCCN(Cc1ccccc1)C(=O)Nc1ccc2c(c1)nnn2C	-36.3	0.1	-39.4	-8.4	-56.7	-8.8	-33.1	-1.3	-29.5	1.6	3.6
COC(=O)CC1C(=O)NCCN1C(=O)Nc1ccc(Cl)c(Cl)c1 (stereo not drawn)	-6.0	-9.7	-9.6	13.2	9.3	2.1	-5.9	9.4	2.0	-6.6	-3.1
O=C(Nc1ccnc(-c2cccnc2)n1)c1cccs1	13.1	1.1	-15.8	9.4	7.9	-18.4	-10.4	0.2	-8.8	-27.2	34.6
Cc1cc(C(=O)NNC(=O)CCCOc2ccccc2)c(C)o1	7.8	-6.2	-3.1	-10.6	-2.7	5.4	17.8	-12.5	6.9	-5.8	9.0
Cc1ccc(C)n1-c1sccc1C(=O)O	3.4	-0.9	.	5.9	-34.8	.	24.4	-16.5	6.3	10.3	-4.7
COc1cc(CNC(=O)Nc2nc(C(N)CCc3ccccc3)cs2)cc(OC)c1OC (stereo not drawn)	-6.3	-16.8	-3.0	13.4	-1.1	4.4	-1.7	-16.5	.	12.7	-9.7
c1ccc(-c2noc(-c3ccncc3)n2)nc1	35.4	1.6	-31.7	-151.7	-67.3	-43.1	1.9	-116.0	6.4	8.5	25.0
C=C(C)CNC(=S)N/N=C/c1ccc(N2CCOCC2)cc1	-9.9	21.8	-43.2	-60.2	-36.0	-6.1	-8.7	-44.2	-17.6	0.0	8.7
CCC(C(=O)NCCC1=CCCCC1)n1nc(C)c2c(C)n(-c3ccccc3)nc2c1=O (stereo not drawn)	-11.7	-1.7	4.0	-30.8	9.0	9.9	24.4	-37.7	10.1	-10.0	3.5
CCC1C(=O)N=C(SCC(=O)Nc2ccc(C)cc2)N(c2ccccc2)C1=O (stereo not drawn)	16.9	5.5	-26.7	22.0	-2.2	-7.7	-14.2	-1.7	-10.1	-26.5	4.1
COC(=O)C[C@H](NC(=O)Cn1cnc2c(NCc3ccccc3)ncnc21)C(=O)OC	9.4	1.4	-59.2	-20.1	-4.8	-9.2	-12.6	-14.5	2.6	-0.2	-17.1
COc1cc(CN2CCN(C(C)C)C(CCO)C2)ccc1OCc1ccccc1 (stereo not drawn)	-7.1	3.7	15.4	0.3	-11.7	7.1	-10.8	-25.0	-11.0	-18.5	9.3
Cc1ccc(NC(=O)c2cc(-c3cc(F)ccc3OCC3CCCO3)n[nH]2)cc1NS(C)(=O)=O (stereo not drawn)	17.6	-29.2	-14.3	15.7	3.9	-6.4	3.3	1.2	.	14.6	6.3
CCN1CCc2c(sc(NC(=O)c3ccc4ccccc4c3)c2C(N)=O)C1	-41.4	2.2	-31.6	-16.3	-16.2	-6.2	-34.4	-36.9	1.3	-83.4	32.8
CC(=O)Nc1ccc(S(=O)(=O)N2CCC(N(C)CCC(C)C)CC2)cc1	-29.9	10.0	5.0	22.8	11.3	26.5	15.7	4.6	6.2	-5.6	10.5
COc1cccc(CNC(=O)CN2c3cccc4cccc(c34)S2(=O)=O)c1	0.9	2.0	-51.2	-7.4	-12.2	6.9	-24.6	-14.5	1.8	-18.4	3.6
Cc1ccc(NC(=S)/N=C(\N)Nc2nc(C)c3ccccc3n2)cc1C	-3.9	7.6	-18.3	9.2	-11.2	-3.2	-5.4	-5.5	-4.4	-20.1	15.6
Cc1ccc(C#CC[N+](C)(C)CC#Cc2ccccc2)cc1	5.2	-13.9	-3.8	14.5	12.9	14.1	1.5	-7.0	4.0	0.0	9.4
Cc1occc1-c1nnc(SCC(=O)Nc2nc3ccccc3s2)o1	-13.7	-15.9	2.4	-33.9	4.9	-7.7	6.0	-19.2	-6.2	17.0	-28.6
O=P(c1ccccc1)(c1ccccc1)C(c1ccccn1)P(=O)(c1ccccc1)c1ccccc1	10.2	-0.2	18.3	-5.5	-3.3	8.0	19.0	-0.6	.	-8.6	3.8
COc1ccc(S(=O)(=O)NCC(=O)Nc2cccc(C)c2C)cc1OC	-1.2	8.0	-19.9	16.8	5.8	-0.6	-20.2	-8.0	-3.4	1.5	-2.9
COc1ccc(Nc2ccc(S(=O)(=O)N3CCCCC3)cc2[N+](=O)[O-])cc1OC	12.9	-12.0	8.2	14.1	-20.6	5.1	11.2	-20.7	-2.7	6.4	-6.7
COc1cc(C#N)c(NS(=O)(=O)c2ccc3[nH]c(=O)sc3c2)cc1OC	2.6	-18.0	1.2	9.0	13.7	-10.4	-0.5	-8.4	-3.3	-8.2	2.1
CCOCCCNC(=O)CN1C(=O)NC(Cc2c[nH]c3ccccc23)C1=O (stereo not drawn)	24.1	8.3	1.2	-10.1	-5.2	10.5	-18.9	13.6	2.8	5.9	-25.2

Entries of single compounds, quoted from the list. Values in the order: TWEAK Fn14 block | KKLEB cytotox | SRC2 inh | LRH-1 inv ag | NCOA3 inh | NR2F2 inh | TROY NFkB inh | SRC1 inh | EBV LMP1 NFkB | CF NFkB block | TRAIL sens C8
Shown for COc1cc(C#N)c(NS(=O)(=O)c2ccc3[nH]c(=O)sc3c2)cc1OC : 2.6 | -18.0 | 1.2 | 9.0 | 13.7 | -10.4 | -0.5 | -8.4 | -3.3 | -8.2 | 2.1
Shown for CCC1C(=O)N=C(SCC(=O)Nc2ccc(C)cc2)N(c2ccccc2)C1=O (stereo not drawn) : 16.9 | 5.5 | -26.7 | 22.0 | -2.2 | -7.7 | -14.2 | -1.7 | -10.1 | -26.5 | 4.1

As entered above:
CCOC(=O)C1(CCOc2ccccc2)CCN(C(=O)CCSC)CC1 @ TWEAK Fn14 block = -1.4
CC1CCCN(C(=O)c2cc(-c3cccs3)nc3ccccc23)C1 (stereo not drawn) @ NR2F2 inh = 15.2

Compound activity (PubChem BioAssay)
